GLS inh = inhibitors of human glutaminase (GLS). O94925. GLS enzymatic activity, qHTS titration. Potency, µM (highest dose often 45.5 µM), for the others: at the top dose activity change, negative = inhibition, hits mostly inhibitors. 0.21% of 410,000 active. AID 624170; also: % is scaled to controls: 0 for no effect and ±100 for the full control effect
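Compounds were pin-transferred onto hKGA, after which L-glutamine (1 mM solution) and a detection mix of glutamate oxidase, HRP and Amplex Red were added. Initial and 30 min RT fluorescence reads were collected.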
JMJD2A Tudor inh = inhibitors of human JMJD2A Tudor domain; O75164; AlphaScreen JMJD2A-Tudor / H3K4me3 peptide binding; Potency, µM (titrated, usually from 114 µM), inactives show top-dose activity change, negative = inhibition, usual class: inhibitors; 4.4% of 390,000 active; also: % is scaled to controls: 0 for no effect and ±100 for the full control effect; nearly all actives have a fitted effect of over 50% in size
Tb PGK inh = T. brucei PGK inhibition; 0.043% of 380,000 active; P07378; PGK/GAPDH coupled, Kinase-Glo luminescence, 60 min; AID 602233; Potency, µM (top dose mostly 57.5 µM), for inactives: top-dose activity change, negative = inhibition, usual class: inhibitors; also: % is scaled to controls: 0 for no effect and ±100 for the full control effect; nearly all actives have a fitted effect of over 60% in size
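Luminescent ATP detection (Kinase-Glo Plus) follows a 60-minute room-temperature incubation, with wells lacking PGK as controls. Buffer: 100 mM TEA (pH 7.6), 5 mM MgCl2, 0.01% Tween-20. Coupling enzyme GAPDH (100 nM final) supplies unstable 1,3-BPG in-well.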
ALOX12 inh = ALOX12 (human) lipoxygenase inhibition | purified 12hLO, xylenol orange hydroperoxide absorbance | Potency, µM (top dose mostly 108 µM), inactives show at the highest dose activity change, negative = inhibition, actives largely listed as inhibitors | P18054 | 1.1% of 580,000 active; also: % is scaled to controls: 0 for no effect and ±100 for the full control effect
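Hydroperoxide product was detected by ferrous iron/xylenol orange as the 573 to 405 nm absorbance ratio. Arachidonic acid at 40 uM (final) was turned over for 30 min at room temperature by 150 nM human 12hLO, pH 7.0 Hepes buffer, after 15 min compound preincubation.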
Pin1 inh = blocks the human prolyl isomerase Pin1; Q13526; Pin1 FP peptide displacement, HiFluor488, 10 min; Potency, µM (top dose mostly 115 µM), without a hit: at the highest dose activity, negative = inhibition, actives largely listed as inhibitors; 0.009% of 390,000 active; AID 504891; active = well fitted inhibition curve with a large enough effect in the polarisation, with a control signal flat, not every such curve was filed as active; inconclusive = small, poorly fitted or top-dose-only effect, or effect the other way, or a change in a side signal; inactive = no such curve, though single readings can be large or run the other way; the % refers to the polarisation; also: % is scaled to controls: 0 for no effect and ±100 for the full control effect
TrxR1 inh = rat TrxR1 inhibition; O89049; recombinant rTrxR1, NADPH fluorescence consumption, selenite substrate; Potency, µM (titrated, usually from 114 µM), for inactives: at the highest dose activity change, negative = inhibition, usual class: inhibitors; 1% of 390,000 active; also: % is scaled to controls: 0 for no effect and ±100 for the full control effect; nearly all actives have a fitted effect of over 65% in size
Target sequence (O89049 whole entry, looked up): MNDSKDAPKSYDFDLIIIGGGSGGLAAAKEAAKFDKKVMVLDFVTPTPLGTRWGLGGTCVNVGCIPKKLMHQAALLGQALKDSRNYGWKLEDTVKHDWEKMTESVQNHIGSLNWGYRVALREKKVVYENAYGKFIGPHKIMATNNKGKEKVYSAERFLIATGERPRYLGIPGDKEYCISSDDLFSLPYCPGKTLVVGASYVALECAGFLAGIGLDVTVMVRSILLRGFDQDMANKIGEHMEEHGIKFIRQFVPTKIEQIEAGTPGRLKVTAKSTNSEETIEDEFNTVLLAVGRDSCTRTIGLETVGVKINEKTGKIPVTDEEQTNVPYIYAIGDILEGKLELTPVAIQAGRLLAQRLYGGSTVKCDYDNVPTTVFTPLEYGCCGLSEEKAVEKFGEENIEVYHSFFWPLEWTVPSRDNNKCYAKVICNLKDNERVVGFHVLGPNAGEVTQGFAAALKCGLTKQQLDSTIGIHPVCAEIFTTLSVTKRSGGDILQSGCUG
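Rat TrxR1 (90 nM in the dispensed reagent) was pre-reduced with 400 uM NADPH for 5 min at room temperature, then incubated with compound for 15 min. After 400 uM selenite was added, NADPH fluorescence (Ex 340/Em 450 nm) was followed for 8 min.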
HP1b binding inh = blocks HP1-beta chromodomain binding to methylated histone tails | P83916 | AlphaScreen HP1-beta / biotin-H3K9me3 peptide binding | Potency, µM (series often up to 114 µM), without a hit: at the highest dose activity change, negative = inhibition, actives largely listed as inhibitors | 0.56% of 390,000 active | AID 540317; also: nearly all actives have a fitted effect of over 70% in size; inactives centre near 23
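AlphaScreen: HP1-beta (50 nM) preformed 30 min with biotin-H3(1-18)K9me3 peptide (50 nM) in PBS pH 7.4, 0.01% Tween-20. Compound added for 30 min at RT, then streptavidin donor/nickel chelate acceptor beads (10 ug/mL) for 30 min.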
ERG-DNA inh = inhibitors of human ERG Ets domain-DNA interaction. P11308. fluorescence polarization, His-ERG Ets domain / labelled DNA. Potency, µM (doses to about 76.9 µM), for inactives: top-dose FP activity, negative = inhibition, usual class: inhibitors. 0.028% of 370,000 active; active = well fitted inhibition curve with a large enough effect in the polarisation, with a control signal flat; inconclusive = small, poorly fitted or top-dose-only effect, or effect the other way, or a change in a side signal; inactive = no such curve, though single readings can be large or run the other way; the % refers to the polarisation;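 also: polarization taken with two DNA probes labelled with fluorescein and Texas red; % of control where 0% means no effect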
Target sequence (P11308 whole entry, looked up, the tested form may be a part): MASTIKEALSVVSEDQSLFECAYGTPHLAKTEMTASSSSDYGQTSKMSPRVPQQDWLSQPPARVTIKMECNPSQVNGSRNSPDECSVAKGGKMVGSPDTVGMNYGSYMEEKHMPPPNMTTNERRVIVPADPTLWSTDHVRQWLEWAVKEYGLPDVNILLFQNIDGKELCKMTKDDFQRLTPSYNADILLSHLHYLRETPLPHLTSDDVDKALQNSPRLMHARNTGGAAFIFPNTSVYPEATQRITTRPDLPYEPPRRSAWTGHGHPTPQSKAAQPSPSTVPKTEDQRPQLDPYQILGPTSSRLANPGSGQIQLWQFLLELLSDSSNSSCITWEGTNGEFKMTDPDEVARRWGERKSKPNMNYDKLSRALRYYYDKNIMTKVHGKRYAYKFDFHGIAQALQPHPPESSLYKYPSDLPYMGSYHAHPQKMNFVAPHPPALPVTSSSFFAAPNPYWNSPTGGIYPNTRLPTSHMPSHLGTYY
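His-tagged ERG Ets domain (1 uM in the protein solution; 300mM KCl, 50mM Tris-HCl, 1mM EDTA, 1mM DTT, pH 7.5) received compound, then a probe mix of 5 nM fluorescein-DNA and 100nM Texas-615-DNA. Fluorescence polarization was read for both dyes.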
RGS4 inhibitor = human RGS4 inhibition; 0.039% of 390,000 active; P49798; Transcreener GDP fluorescence polarization, RGS4-accelerated GTP hydrolysis; Potency, µM (highest dose often 114 µM), for inactives: at the top dose activity change, negative = inhibition, hits mostly inhibitors; AID 504845; also: % is scaled to controls: 0 for no effect and ±100 for the full control effect; nearly all actives have a fitted effect of over 75% in size; some results filed as inactive show a strong effect at the top dose
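MLSMR compounds (23 nl, pin-transferred) preincubated 10 min at room temperature with a 500nM (2x) first reagent, then RGS4 at 900nM (2x) plus Transcreener GDP mix added; fluorescence polarization (620/688 nm) read before and after 90 min at 30 °C.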
The depositor's hits bear a star; i = inactive; ? = inconclusive; / = no result given; [ ] = another dose, or the depositor's remark. Unless noted, calls follow the shape of the dose curve; as a rule, active = well fitted curve in the direction sought with a large enough effect; inconclusive = small, poorly fitted or top-dose-only effect, or another doubt; inactive = no such curve, though single readings can be large; an effect the other way counts as inactive or inconclusive. Potency is read from the fitted curve at half-maximal effect.

structure,GLS inh,JMJD2A Tudor inh,Tb PGK inh,ALOX12 inh,Pin1 inh,TrxR1 inh,HP1b binding inh,ERG-DNA inh,RGS4 inhibitor
O=C(NCc1ccc2c(c1)OCO2)C1CC(=O)N(c2ccc(F)cc2)C1 (centres undefined),1%,-10%,i,-21%,-3%,24%,24%,-9%,1%
Cn1c(=O)c2c(nc(CN3CCOCC3)n2CCCc2ccccc2)n(C)c1=O,-6%,-8%,-3%,0%,-7%,8%,22%,-6%,7%
Cc1cc(=O)oc2c(C)c(OCC(=O)N3CCC(C(=O)O)CC3)ccc12,-1%,-5%,-2%,-12%,-1%,-14%,39%,7%,-16%
COc1ccc(NC(=O)N(C)C[C@H]2Oc3ccc(NC(=O)Cc4ccccc4)cc3C(=O)N([C@H](C)CO)C[C@@H]2C)cc1,3%,-24%,-13%,-10%,0%,4%,22%,-3%,-6%
CC(=O)N1CCCC1c1nc2ccccc2n1Cc1ccccc1C (centres undefined),-13%,-30%,13%,-10%,0%,-4%,20%,1%,9%
O=C(NCCN1C(=O)S/C(=C\c2ccc(Cl)cc2)C1=O)C1=COCCO1,-7%,-6%,-9%,-3%,-11%,9%,18%,-5%,-20%
Cn1nc(Cc2cccc3ccccc23)c(C#N)c1N,-9%,-5%,-8%,20%,-1%,9%,31%,/,-2%
O=C(Nc1ccccc1F)c1ccc2c(c1)OCO2,0%,-9%,-18%,6%,-14%,10%,15%,5%,-22%
CCN(C(=O)CSc1cc(C)c2ccc(OC)cc2n1)C1CCS(=O)(=O)C1 (centres undefined),4%,-13%,1%,-23%,0%,6%,19%,-4%,12%
COc1ccc(Cl)c(NCCC(=O)O)c1,/,15%,-4%,0%,-4%,-16%,23%,-2%,28%
Cc1cc(C)c(S(=O)(=O)ON2C(=O)c3ccccc3C2=O)cc1C,16%,56µM*,-2%,?,-4%,3.5µM*,?,-6%,?
O=C(CNS(=O)(=O)c1cccs1)N1CCCC1,1%,5%,-5%,-5%,-2%,10%[57.1 µM],18%,9%,0%
COc1ccc(NC(=O)c2ccc(S(=O)(=O)N3CCCCCC3)cc2)c(OC)c1,0%,-16%,-9%,-10%,-2%,11%,-3%,4%,10%
CC(=O)N1CCCc2cc(S(=O)(=O)N3CCC(C(=O)Nc4c(C)cccc4C)CC3)ccc21,16%,-7%,9%,0%,-10%,-2%[57.1 µM],14%[57 µM],-9%,11%
S=c1[nH]nc(C2CC2c2ccc(Cl)cc2)n1-c1ccc(Cl)cc1 (centres undefined),25%,?,-3%,?,?,-12%,-21%,4%,-13%

structure,GLS inh,JMJD2A Tudor inh,Tb PGK inh,ALOX12 inh,Pin1 inh,TrxR1 inh,HP1b binding inh,ERG-DNA inh,RGS4 inhibitor
CCn1cc(C(=O)NCCc2ccc(C)cc2)c(=O)c2cc(S(=O)(=O)N3CCc4ccccc4C3)ccc21,-5%,-13%,1%,-3%,2%,37%,26%,3%,5%
O=C(N/C(=C\c1ccc(Cl)cc1)C(=O)N1CCOCC1)c1ccco1,15%,-15%,-4%,-8%,-3%,11%,-2%,8%,25%
C=Cn1cc[n+](CC(=O)c2ccc(OC)cc2)c1,7%,-14%,-9%,0%,-3%,14%[57.1 µM],7%,8%,12%
CC(=O)c1cc2c(cc1NC(=O)c1ccc(Cl)cc1)OCCO2,2%,-16%,i,15%,-4%,28%[57.1 µM],-5%,5%,14%
CCC(=O)Oc1ccc(C(=O)Nc2cccc(C(=O)c3ccccc3)c2)cc1,11%,3%,2%,32%,2%,1%,11%,-11%,2%
COc1ccc(CNC(=O)CSCc2nc(-c3ccccc3F)oc2C)cc1,-2%,-6%,-5%,-7%,-4%,-4%,37%,2%,-7%
CCOc1ccc(C(C(=O)NCC2CCCO2)N(Cc2cccs2)C(=O)c2snc(C(N)=O)c2N)cc1 (centres undefined),3%,-3%,i,-1%,-10%,4%,32%,-10%,-21%
O=c1oc(CCCO)cc2ccccc12,-1%,-1%,-6%,9%,-2%,-5%,40%[activator],3%,13%
CS(=O)(=O)N(CC(=O)N1CCOCC1)Cc1ccc(Cl)cc1,1%,-17%,-1%,?,-6%,17%[57.1 µM],4%,9%,23%
CCCN(CC(=O)Nc1ccc(F)c(F)c1F)C(=O)C1=COCCO1,-6%,3%,-10%,-18%,-10%,10%[57.1 µM],38%,-2%,-16%
CNc1nc(NC#N)nc(SC)n1,44%[activator],-12%[11.4 µM],i,2%,0%,8%,14%,5%,19%[11.4 µM]
CCCCOc1ccc(C(=O)Oc2ccc(C)nc2)cc1,-16%,1%,-4%,14%,-8%,1%,26%,-5%,-2%
Cc1cccc(-c2cc(-c3ccccc3)nc(SCC(=O)Nc3ccccc3)c2C#N)c1,0%,7%,-1%,9%,1%,13%,24%,1%,-25%
CCn1nc(NS(=O)(=O)c2ccc(NC(C)=O)cc2)c2cc3ccccc3nc21,-1%,?,i,4%,-2%,-8%,-2%,-8%,-8%[11.4 µM]
O=C(CCCn1c(=O)[nH]c2ccsc2c1=O)N1CCN(Cc2ccc3c(c2)OCO3)CC1,0%,-14%,-3%,-3%,-3%,6%,30%,10%,-24%

JMJD2A Tudor inh, hit marks shown above.
structure,GLS inh,JMJD2A Tudor inh,Tb PGK inh,ALOX12 inh,Pin1 inh,TrxR1 inh,HP1b binding inh,ERG-DNA inh,RGS4 inhibitor
Cc1cc(C)c(S(=O)(=O)ON2C(=O)c3ccccc3C2=O)cc1C,16%,56µM*,-2%,?,-4%,3.5µM*,?,-6%,?

The listing continues.
structure,GLS inh,JMJD2A Tudor inh,Tb PGK inh,ALOX12 inh,Pin1 inh,TrxR1 inh,HP1b binding inh,ERG-DNA inh,RGS4 inhibitor
CC(C)(C)NC(=O)Cn1nnc(-c2ccccc2NC(=O)c2ccco2)n1,7%,6%,2%,38%[activator],-2%,-9%,31%,6%,26%
O=C(Nc1ccc(N2CCOCC2)cc1)C1CCN(C(=O)OCc2ccccc2)CC1,7%,-16%,3%,241%[activator],5%,8%[57.1 µM],5%,5%,-28%
COc1ccc(CNC(=O)CSCc2nc(-c3ccccc3C)oc2C)cc1,1%,-11%,-3%,-9%,0%,-22%,23%,1%,-30%
CCn1c(SCC(=O)NC(=O)NCc2ccco2)nc2sc(C)c(C)c2c1=O,3%,-5%,0%,342%[activator],?,?,42%[activator],-1%,-23%
CCOC(=O)C1CCCN(C2=NC(=O)/C(=C/c3ccc(O)c(OCC)c3)S2)C1 (centres undefined),26%,-11%,6%,107%[activator],?,-9%,20%,41%[activator],11%
Cc1cccc(NC(=O)CSCc2c(C)noc2C)c1C,-3%,-3%,i,0%,-3%,-2%,62%[activator],5%,-33%
CN1CCN(C(=O)/C=C/c2ccc([N+](=O)[O-])cc2)CC1,3%,-9%,-1%,3%,1%,-8%,9%,3%,6%
O=C1NCCCC1C(=O)Nc1cccc(C(F)(F)F)c1 (centres undefined),6%,-4%,2%,-1%,4%,-6%,42%[activator],3%,18%
CC(=C/c1ccco1)/C=N/N1CCN(c2ccccc2)CC1,/,12%,-11%,-9%,0%,10%,20%,-2%,-20%
CN(C(=O)C1CCC(=O)N(Cc2ccccc2F)C1)C1CCOCC1 (centres undefined),6%,-4%,6%,374%[activator],-8%,10%,19%,12%,14%

An excerpt of these results, with values under each structure.
The line under a structure holds: GLS inh | JMJD2A Tudor inh | Tb PGK inh | ALOX12 inh | Pin1 inh | TrxR1 inh | HP1b binding inh | ERG-DNA inh | RGS4 inhibitor
> CC(C)(C)NC(=O)Cn1nnc(-c2ccccc2NC(=O)c2ccco2)n1
  7% | 6% | 2% | 38%[activator] | -2% | -9% | 31% | 6% | 26%
> O=C(Nc1ccc(N2CCOCC2)cc1)C1CCN(C(=O)OCc2ccccc2)CC1
  7% | -16% | 3% | 241%[activator] | 5% | 8%[57.1 µM] | 5% | 5% | -28%
> COc1ccc(CNC(=O)CSCc2nc(-c3ccccc3C)oc2C)cc1
  1% | -11% | -3% | -9% | 0% | -22% | 23% | 1% | -30%
> CCn1c(SCC(=O)NC(=O)NCc2ccco2)nc2sc(C)c(C)c2c1=O
  3% | -5% | 0% | 342%[activator] | ? | ? | 42%[activator] | -1% | -23%
> CCOC(=O)C1CCCN(C2=NC(=O)/C(=C/c3ccc(O)c(OCC)c3)S2)C1 (centres undefined)
  26% | -11% | 6% | 107%[activator] | ? | -9% | 20% | 41%[activator] | 11%
> Cc1cccc(NC(=O)CSCc2c(C)noc2C)c1C
  -3% | -3% | i | 0% | -3% | -2% | 62%[activator] | 5% | -33%
> CN1CCN(C(=O)/C=C/c2ccc([N+](=O)[O-])cc2)CC1
  3% | -9% | -1% | 3% | 1% | -8% | 9% | 3% | 6%
> O=C1NCCCC1C(=O)Nc1cccc(C(F)(F)F)c1 (centres undefined)
  6% | -4% | 2% | -1% | 4% | -6% | 42%[activator] | 3% | 18%

Compound activity: PubChem BioAssay, National Center for Advancing Translational Sciences (NCATS)

An excerpt; the hit share may differ from the screen's.
